KAT2A inh: GCN5L2 (KAT2A) acetyltransferase inhibition. Q92830. GCN5L2 HAT assay, ThioGlo1 CoA-SH fluorescence. Potency, µM (highest dose often 58.9 µM), without a hit: at the highest dose activity change, negative = inhibition, usual class: inhibitors. 390,000 tested, 0.21% active. AID 504327
Target sequence (Q92830 whole entry, looked up): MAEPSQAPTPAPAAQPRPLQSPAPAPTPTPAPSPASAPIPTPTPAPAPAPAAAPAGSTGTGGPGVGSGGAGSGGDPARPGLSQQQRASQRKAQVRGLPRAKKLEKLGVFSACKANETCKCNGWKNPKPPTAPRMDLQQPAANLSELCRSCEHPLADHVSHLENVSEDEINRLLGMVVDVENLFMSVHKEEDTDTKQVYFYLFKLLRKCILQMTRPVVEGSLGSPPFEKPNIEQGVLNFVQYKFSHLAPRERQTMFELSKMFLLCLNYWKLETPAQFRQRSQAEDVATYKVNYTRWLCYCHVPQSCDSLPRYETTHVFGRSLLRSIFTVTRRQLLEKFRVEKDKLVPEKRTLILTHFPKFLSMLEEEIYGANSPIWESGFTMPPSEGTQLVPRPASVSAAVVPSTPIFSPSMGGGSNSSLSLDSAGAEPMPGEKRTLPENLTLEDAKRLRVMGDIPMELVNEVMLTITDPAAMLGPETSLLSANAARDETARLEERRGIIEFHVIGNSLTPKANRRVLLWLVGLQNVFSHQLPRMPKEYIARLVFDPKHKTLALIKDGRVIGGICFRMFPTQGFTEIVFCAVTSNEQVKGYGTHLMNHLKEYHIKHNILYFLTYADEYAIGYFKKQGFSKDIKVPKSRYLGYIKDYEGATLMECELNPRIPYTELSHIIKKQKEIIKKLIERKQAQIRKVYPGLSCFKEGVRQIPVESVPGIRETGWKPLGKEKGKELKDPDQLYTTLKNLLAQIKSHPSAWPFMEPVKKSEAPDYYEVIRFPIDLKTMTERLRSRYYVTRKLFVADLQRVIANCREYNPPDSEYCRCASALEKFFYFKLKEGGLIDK
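Free CoA generated was detected with ThioGlo1 (50uM) fluorescence at Ex340nm/Em540nm, read immediately and after 20 min at room temperature. Enzyme, 20 nM in HEPES pH 7.5 buffer, saw compounds 15 min before adding 75uM H3(1-25) peptide and 70uM acetyl-CoA.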
DT40 TDP1 CPT: growth inhibition of DT40 Tdp1-/-;hTDP1 cells with camptothecin (screen for TDP1 inhibitors). 420,000 tested, 12% active. chicken DT40 Tdp1-/-;hTDP1 cells + 20 nM CPT, ATP luminescence, 48 h. Potency, µM (highest dose often 46.2 µM), without a hit: top-dose activity change, negative = growth inhibition, actives largely listed as inhibitors. AID 686979; further: nearly all actives have a fitted effect of over 55% in size
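Chicken DT40 Tdp1-/- cells complemented with human TDP1, 400 cells/well, exposed to compounds plus 20 nM camptothecin for at least 48 h at 37 C; viability read as ATP content by CellTiter-Glo luminescence.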
DT40 TDP1 no CPT: qHTS for Inhibitors of human tyrosyl-DNA phosphodiesterase 1 (TDP1): qHTS in cells in absence of CPT. DT40 Tdp1-/- hTDP1 cells, no CPT, ATP luminescence, 48 h. Potency, µM (highest dose often 46.2 µM), for the others: at the top dose activity change, negative = growth inhibition, usual class: inhibitors. 420,000 tested, 15% active; further: nearly all actives have a fitted effect of over 55% in size
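No-CPT arm: Tdp1-/-;hTDP1 DT40 cells (400/well) plus compounds, incubated ≥48 hr at 37 °C. Readout CellTiter-Glo luminescence.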
Numbers without * were called inactive; u = inconclusive; x = not tested or not shown; & = joins results of further samples; [ ] = dose if it differs, or a comment. The call rests on the fitted dose curve; in most records, active means well fitted curve in the direction sought with a large enough effect; inconclusive means small, poorly fitted or top-dose-only effect, or another doubt; inactive means no such curve, though single readings can be large; an effect the other way counts as inactive or inconclusive. On the % scale 0 is the no-effect control and ±100 the full control effect; potency means the concentration at half of the fitted maximal effect. An excerpt; rates above refer to the full screens.

compound | KAT2A inh | DT40 TDP1 CPT | DT40 TDP1 no CPT
CCN(c1ccccc1)S(=O)(=O)c1ccc(C(=O)Oc2ccc(C(C)=O)cc2)cc1 | -2% | -13% | -5%
Cc1ccccc1-c1nc(P(=O)(c2ccccc2)c2ccccc2)c(N2CCOCC2)o1 | 3% | u | u
COCCn1c(=O)c(CCc2ccccc2)nc2cnc(N3CCNCC3)nc21 | u | -7% | u
CCNS(=O)(=O)c1ccc(CCC(=O)N2CCOCC2)cc1 | -5% | -19% | 10%
COC(=O)c1ccc(CNC(=O)C2CCC(=O)N(CCc3ccccn3)C2)cc1 (centres undefined) | x | 25% | -3%
CN(C)c1ccc(-c2cc(NCc3ccccc3)ncn2)cc1 | -15% | u | u
Nc1ccccc1-c1nnc2n1CCCCC2 | -3% | 16% | 3%
CSc1nc2ccc(S(=O)(=O)N(C)C)cc2s1 | 0% | -9% | -17%
Cc1ccc(S/C(=N\S(=O)(=O)c2ccc(Cl)cc2)c2ccccc2)cc1 | 26% | 15µM* | 10µM*
CC1Oc2ccccc2N(CC(=O)N(Cc2ccccc2)Cc2ccccn2)C1=O (centres undefined) | -3% | u | u
CN(CCC#N)CC(=O)Nc1ccc(S(N)(=O)=O)cc1 | 0% | 10% | 2%
c1ccc2c(c1)OCC(c1nnc3sc(-c4cnccn4)nn13)O2 (centres undefined) | -15% | u | -28%
CN(C[C@H](CC1CCCCC1)N(C[C@H](Cc1ccccc1)N(CCc1ccccc1)N=O)N=O)N=O | -13% | 18µM* | 16µM*
Cc1cc(C)c(S(=O)(=O)Nc2cccc(C(=O)O)c2)cc1S(=O)(=O)Nc1cccc(C(=O)O)c1 | x | 0% | 11%
CCOc1ccccc1Cn1c(=O)sc2ccccc21 | 34%[activator] | -18% | -29%
CC(CCc1ccccc1)NC(=O)COC(=O)c1ccccc1Br (centres undefined) | -4% | 14% | -5%
O=C(N/N=C/c1ccc(Br)cc1)c1ccc(Br)o1 | -13% | 0% | u
C[C@@H]1COC(=O)[C@H](CC(=O)OC(C)(C)C)C/C=C\C[C@@H](CC(=O)N[C@H](CO)Cc2ccccc2)C(=O)N1 | -1% | -2% | -3%
CCOc1cc(C(=O)NN2CCOCC2)cc(OCC)c1OCC | -6% | 3% | 7%
COc1cc(CNC2CCCCC2)c(Br)cc1OC1CCCC1 | -13% | u | u
CCOC(=O)NC(=O)/C(N=Nc1ccc(C(F)(F)F)cc1)=C(\C)O | 0% | -3% | -17%
O=C(O)CC(NC(=O)C12CC3CC(CC(C3)C1)C2)c1ccc(Cl)cc1 (centres undefined) | -3% | 3% | -21%
Cc1ccc(CNC(=O)CSc2nc3n[nH]c(C)c3c(=N)n2-c2ccccc2Cl)cc1 | -6% | 18µM* | 23µM*
O=C(Nc1ccc(F)cc1F)NC1CCN(S(=O)(=O)c2ccc(F)cc2)CC1 | u | -21% | u
Cc1cccc(-n2c(C)cc(/C=C3\C(=N)N4N=C(CC(C)C)SC4=NC3=O)c2C)c1 | 1% | -29% | -28%

Sorted by molecular weight (low to high): part of the list above.
compound | KAT2A inh | DT40 TDP1 CPT | DT40 TDP1 no CPT
CSc1nc2ccc(S(=O)(=O)N(C)C)cc2s1 | 0% | -9% | -17%
CN(C)c1ccc(-c2cc(NCc3ccccc3)ncn2)cc1 | -15% | u | u
O=C(O)CC(NC(=O)C12CC3CC(CC(C3)C1)C2)c1ccc(Cl)cc1 (centres undefined) | -3% | 3% | -21%
Cc1ccccc1-c1nc(P(=O)(c2ccccc2)c2ccccc2)c(N2CCOCC2)o1 | 3% | u | u
Cc1ccc(CNC(=O)CSc2nc3n[nH]c(C)c3c(=N)n2-c2ccccc2Cl)cc1 | -6% | 18µM* | 23µM*

Looked up by compound from the list above (three):
compound | KAT2A inh | DT40 TDP1 CPT | DT40 TDP1 no CPT
CCN(c1ccccc1)S(=O)(=O)c1ccc(C(=O)Oc2ccc(C(C)=O)cc2)cc1 | -2% | -13% | -5%
Cc1ccccc1-c1nc(P(=O)(c2ccccc2)c2ccccc2)c(N2CCOCC2)o1 | 3% | u | u
Cc1ccc(S/C(=N\S(=O)(=O)c2ccc(Cl)cc2)c2ccccc2)cc1 | 26% | 15µM* | 10µM*

Continuation:
compound | KAT2A inh | DT40 TDP1 CPT | DT40 TDP1 no CPT
COc1ccc(Cc2nc(-c3ccncc3)no2)cc1 | 2% | -28% | u
CCS(=O)(=O)c1ccccc1C(=O)NC1CCCc2ccccc21 (centres undefined) | -5% | 15% | -9%
O=c1c2ccccc2nnn1CSc1nnnn1-c1ccc(O)cc1 | -4% | -13% | u
COCCCn1c(SCC(=O)N2CCCCC2C)nnc1-c1ccco1 (centres undefined) | 0% | -1% | -6%
O=C(CN1C(=O)C(=O)N(Cc2ccco2)C1=O)NC1CCCCC1 | -6% | 5% | -3%
NC(N)=N/N=C/c1cccc(Cl)c1Cl | -10% | u | u
CCOc1ccccc1/C=C/C(=O)N1CCN(C(=O)c2ccco2)CC1 | -1% | u | u
COc1ccc(CCNC(=O)c2cnn3c2NC(=C2CC2)C=C3C(F)F)cc1OC | x | 11µM* | 13µM*
CCOC(=O)N1CCN(CCC(=O)c2ccc(Br)cc2)CC1 | -1% | 2.9µM* | 7.3µM*
COc1ccc(C(=O)N/N=C/c2ccccn2)cc1OC | -8% | u | u
O=C(N1CCOCC1)C(F)(F)C(F)(F)C(F)(F)C(F)(F)C(=O)N1CCOCC1 | -5% | -1% | 0%
O=C(CSc1nccn1Cc1ccc(F)cc1)Nc1ccc2c(c1)OCO2 | -2% | u | -12%
COc1ccc(N2C(=O)c3ccc(C(=O)Nc4ccccc4O)cc3C2=O)cc1 | -7% | -15% | 3%
CC(C)c1nnc(NC(=O)C2CCCN2C(=O)Nc2ccc(F)cc2)s1 (centres undefined) | -3% | 12% | -7%
COc1ccc(C)cc1S(=O)(=O)N(C)CC(=O)NCc1ccncc1 | -4% | -2% | -14%
CC(=O)N1CCc2cc(S(=O)(=O)NCCC(=O)Nc3cc(C)cc(C)c3)ccc21 | 0% | -3% | -10%
CCN(Cc1ccncc1)Cc1cn(C)nc1-c1ccc(Oc2ccccc2)cc1 | -1% | -23% | -28%
COC(=O)N(C)CCCC1(C)C(=O)N(C)c2ccc(O)cc21 (centres undefined) | -1% | -5% | -6%
CCCCn1c(N)c(N(CC(C)C)C(=O)CCNC(=O)c2ccc([N+](=O)[O-])cc2)c(=O)[nH]c1=O | -15% | -1% | 4%
O=S(=O)(c1cccc2cnccc12)N1CCNCC1 | -4%&-9% | u | u
Cc1cc(S(=O)(=O)N2CCCOC2CNC(=O)C(=O)NCCCN2CCOCC2)ccc1F (centres undefined) | -10% | 10% | 3%
CC(=O)Nc1ccccc1C(=O)C(=O)Nc1cccc(C(=O)NCc2ccccc2)c1 | -3% | 5% | -26%
O=C(/C=C/c1ccccc1)NNC(=O)c1ccco1 | -2% | 1% | -13%
CCCCn1c(Nc2ccc(OC)cc2)nc2ccccc21 | -7% | u | u
COc1cccc(C2=CC(c3cccc(OC)c3OC)n3nnnc3N2)c1 (centres undefined) | 1% | 12µM* | 16µM*
O=C(O)c1ccccc1S(=O)(=O)NCC(O)COC1CCCCC1 (centres undefined) | 2% | 13% | 4%
O=C(NCc1ccccc1Cl)C1(S(=O)(=O)c2ccc(Cl)cc2)CC1 | 1% | u | -17%
Cn1c(=O)c2c(-c3ccc(C(C)(C)C)cc3)n(CC3CCCO3)cc2n(C)c1=O (centres undefined) | -13% | u | u
CCOC(=O)c1c(NC(=O)CN2C(=O)NC3(CCCCC3C)C2=O)sc(C)c1C (centres undefined) | -5% | 21µM* | 21µM*
COc1cc2c(cc1OC)CN(CC(=O)NC(=O)NCc1ccccc1)CC2 | -15% | -9% | -11%
Cc1ccccc1OCC(O)Cn1nnc2ccccc21 (centres undefined) | -1% | -33% | -25%
CCC(C(=O)NCc1ccco1)N(C(=O)CNS(=O)(=O)c1ccc(C)cc1)c1ccccc1OC (centres undefined) | -5% | u | u
CCc1c(C)c(C#N)c2nc3ccccc3n2c1N(C)C | -6% | -77% | -108%
CSCC[C@H](NC(=O)[C@H](Cc1c[nH]c2ccccc12)NC(=O)CCNC(=O)OC(C)(C)C)C(=O)N[C@@H](CC(=O)O)C(=O)N[C@@H](Cc1ccccc1)C(N)=O | 37% | -10% | -8%
CCCOc1ccc(C(=O)NCCc2ccccc2)cc1 | 3% | -25% | -6%
CCCCCSc1nncc(=O)[nH]1 | 25% | -26% | -1%
CCN(CC)CCOC(=O)c1ccc(NC(=O)COc2cc(=O)n(CC)c3ccccc23)cc1 | -5% | u | u
O=C(NC1CCCC1)C(c1ccccc1)N(C(=O)c1ccno1)c1cccnc1 (centres undefined) | 2% | 4% | -2%
CCOc1ccc(-n2nc3ccc(NC(=O)c4ccc(C)cc4C)cc3n2)cc1 | -5% | u | u
COc1ccc(NC(=O)c2nc[nH]c2C(=O)N2CCN(C(=O)OC(C)(C)C)CC2)cc1 | -5% | -12% | -20%
CCc1cccc(CC)c1NC(=O)c1c(C)oc2ccc(O)c(CN3CCCC3)c12 | -1% | u | u
Cc1cc2nc3c(nc2cc1C)C1(C(=O)O)CCC3(C)C1(C)C (centres undefined) | 1% | 9% | -2%
CC(=O)c1ccc(OC2(C)CCN(Cc3ccc(C)cc3)C2)cc1 (centres undefined) | x | u | u
NC(=O)C1CCN(CC(=O)Nc2ccccc2Sc2ccc(Cl)cc2)CC1 | -8% | -1% | u
Nc1nc(CN2CCOCC2)cs1 | 4% | u | 29µM*
CCOc1cccc(CNc2nnnn2C)c1 | 0% | -3% | -7%
CCc1ccc(C2=NN(S(C)(=O)=O)C(c3cccs3)C2)cc1 (centres undefined) | -7% | -17% | u
COc1ccc(O)c(/C=N/Nc2nc3ccccc3[nH]2)c1 | -3% | 18% | 1%
COc1ccccc1/C=C/C(=O)NC(=S)Nc1ccc(S(=O)(=O)N(C)c2ccccc2)cc1 | -6% | u | 23µM*
COc1ccc(CNC(=O)[C@@H](NC(=O)C2CCN(S(=O)(=O)c3ccc(C)cc3)CC2)C(C)C)cc1OC | -10% | u | -15%

Next section:
compound | KAT2A inh | DT40 TDP1 CPT | DT40 TDP1 no CPT
COc1ccc(Cl)cc1NC(=O)Cn1cc(C(=O)c2ccc(C)cc2)c(=O)c2ccc(C)nc21 | u | u | 23µM*
O=C(COC(=O)COc1ccc2c(c1)CCC2)Nc1ccccc1C(F)(F)F | -5% | u | 0%
CCC(C)(C)n1nnnc1CN1CCc2ccccc21 | -15% | -10% | -16%
CC(=O)c1cccc(NC(=O)c2cc(=O)[nH]c3ccc(S(=O)(=O)N4CCOCC4)cc23)c1 | -1% | 5% | -13%
CCn1c(Oc2cccc(Br)c2)nc2c1c(=O)n(C)c(=O)n2C | 2% | 0% | -23%
CCc1ccccc1NC(=O)C1CC(c2ccc(F)cc2)=NO1 (centres undefined) | 1% | -18% | -26%
COc1ccc(S(=O)(=O)N(C)C[C@H]2Oc3ccc(NC(=O)Nc4ccccc4)cc3C(=O)N([C@H](C)CO)C[C@@H]2C)cc1 | -2% | u | u
CN(C)S(=O)(=O)c1cccc(NC(=S)Nc2ccc(Cl)cc2Cl)c1 | 0% | u | 16µM*
CCCC(C)c1nnc(NC(=O)C2CC(=O)N(c3ccc(OCC)cc3)C2)s1 (centres undefined) | -5% | u | -30%
Cc1cc(OCC(=O)N2CCN(c3ccccn3)CC2)cc(C)c1Br | 1% | u | 16µM*
CC(C)Oc1ccc(CNC(=O)C2CCN(c3nc4ccccc4n(C)c3=O)CC2)cc1 | 4% | -5% | -16%
NC(=O)C1CCN(C(=O)N2c3ccccc3Sc3ccccc32)CC1 | -5% | -12% | -28%
CCOC(=O)c1c(NC(=O)CSc2nc3c(c(=O)n(C)c(=O)n3C)n2CC)sc(C)c1C | 0% | u | -29%
COc1ccc(NS(=O)(=O)c2ccc(-c3cnc(C4CC4)o3)cc2)cc1Cl | -2% | 0.65µM* | 1.5µM*
CCOC(=O)C(Cc1c[nH]c2ccc([N+](=O)[O-])cc12)(NC(C)=O)C(=O)OCC | x | u | u
CCN1CNC(=S)N(c2cc(C)ccc2C)C1 | -6% | -27% | 4%
Cc1ccccc1CNCCCSc1nnnn1-c1ccccc1 | -3% | -23% | -27%
CCOc1cc(/C=N/NC(=O)CN2CCCCC2)ccc1OCc1cccc(Cl)c1 | -3% | u | u
CCOC(=O)CCn1cnc2ccc([N+](=O)[O-])cc2c1=O | -8% | -6% | 9%

Screening data as filed in PubChem.
